Compound activity as filed in PubChem.
LEDGF integ inh: blocks HIV-1 LEDGF/p75-dependent DNA integration; 370,000 compounds, 0.64% hits; inhibition, % at 3.7 µM; TR-FRET IN-LEDGF/p75 DNA integration, Eu/Cy5;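 active means inhibition above the screen-wide mean plus 3 SD, cut at about 13% in these data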;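 further: signal is the Cy5 over europium emission ratio at 671 and 618 nm; 0% = plate median of compound wells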
ABHD4 inh: ABHD4 (mouse) inhibition, primary FP screen; purified mABHD4, FP-Rh probe fluorescence polarization; inhibition, % at 8.92 µM; 370,000 compounds, 0.54% hits;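 active means inhibition exceeding the mean over every tested compound plus 3 SD, cut at about 30% in these data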;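 further: 0% = plate median of compound wells and 100% = S159A mutant with DMSO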
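Assay system: wild-type mouse ABHD4 protein; compound: single nominal dose of 8.92 µM, 0.89% DMSO final; schedule: 45 min + 60 min at 25 °C; measured by: FP readout, ex 525 nm / em 598 nm; evaluation: % inhibition of FP-Rh probe binding versus controls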
rCAG binder: binds r(CAG) RNA repeats; r(CAG) RNA repeat, TO-PRO-1 dye displacement fluorescence; inhibition, % at 3 µM; 370,000 compounds, 1.3% hits; AID 651821;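 active means inhibition above the plate cutoff, the mean of all test compounds on that plate plus 3 SD, cut at about 35% in these data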;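 further: 0% = DMSO alone and 100% = 100 µM mitoxantrone as full dye displacement; higher means more dye released from RNA so lower well fluorescence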
SIAE inh: inhibitors of human sialic acid acetylesterase SIAE; Q9HAT2; inhibition, % at 9.66 µM; 370,000 compounds, 0.69% hits; AID 1053197; SIAE FP-Rh probe binding, fluorescence polarization;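 active means inhibition above a cutoff: mean of compounds within the control limits plus 3 SD of those, cut at about 17% in these data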;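 further: 0% = plate median of compound wells and 100% = probe without SIAE protein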
HTRA1 inh: blocks human HTRA1 serine peptidase; recombinant HTRA1, FP-rhodamine activity-based probe, fluorescence polarization; inhibition, % at 5.96 µM; Q92743; 340,000 compounds, 0.5% hits; AID 504803; in the data active means inhibition above about 36%;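 further: 0% = enzyme with DMSO and 100% = wells lacking enzyme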
NPR2 activator: GC-B (human) receptor activation | activation, % at 10 µM | 370,000 compounds, 0.11% hits | HEK293-GC-B cells, CNP EC30, cGMP TR-FRET; 0% at EC30 CNP, 100% saturating CNP;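 active means activation at 10 µM reaching about 35% in either raw or pattern-adjusted values, limit read from the data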
TDP2 absorb: TDP2 (human) inhibition, absorbance primary screen | O95551 | recombinant TDP2, T5PNP hydrolysis, p-nitrophenol absorbance 415 nm | inhibition, % at 12.8 µM | 370,000 compounds, 0.34% hits | AID 720702;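 active means inhibition above the mean of all tested compounds plus 3 SD, set per campaign, cut at about 25% in these data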;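 further: 0% = DMSO with enzyme and 100% = buffer with substrate but no TDP2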
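System: recombinant human TDP2 / Amount: 120 nM TDP2 per well / Also added: 5 mM T5PNP chromogenic substrate / Doses: 12.8 µM single point, 1% DMSO / Incubation: 2 h at 37 °C / Detection: p-Nitrophenol epi absorbance / Evaluation: % inhibition relative to enzyme-containing and enzyme-free wells / Repeats: singlicate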
PRMT1 FP inh: blocks human protein arginine methyltransferase 1. Q99873. recombinant PRMT1, activity-based probe fluorescence polarization. inhibition, % at 2.79 µM. 370,000 compounds, 1.3% hits. AID 652257;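 active means inhibition above about 21% made by adding two undisclosed values, limit read from the data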
Target sequence (Q99873 whole entry, looked up): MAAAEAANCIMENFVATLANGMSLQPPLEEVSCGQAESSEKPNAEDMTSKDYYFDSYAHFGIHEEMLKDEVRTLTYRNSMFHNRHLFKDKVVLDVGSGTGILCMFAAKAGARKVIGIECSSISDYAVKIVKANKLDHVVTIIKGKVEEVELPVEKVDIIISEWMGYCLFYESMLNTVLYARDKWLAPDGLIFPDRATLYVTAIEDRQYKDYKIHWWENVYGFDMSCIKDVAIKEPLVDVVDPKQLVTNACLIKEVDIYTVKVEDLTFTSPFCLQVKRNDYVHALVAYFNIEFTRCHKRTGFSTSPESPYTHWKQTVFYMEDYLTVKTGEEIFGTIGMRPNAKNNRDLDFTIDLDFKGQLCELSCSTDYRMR
MBD2 inh: blocks human MBD2 binding to methylated DNA. Q9UBB5. TR-FRET, MBD2 binding to methylated oligonucleotide. inhibition, % at 4.4 µM. 370,000 compounds, 0.31% hits. AID 686964; in the data active means inhibition above about 13%
Target sequence (Q9UBB5 whole entry, looked up): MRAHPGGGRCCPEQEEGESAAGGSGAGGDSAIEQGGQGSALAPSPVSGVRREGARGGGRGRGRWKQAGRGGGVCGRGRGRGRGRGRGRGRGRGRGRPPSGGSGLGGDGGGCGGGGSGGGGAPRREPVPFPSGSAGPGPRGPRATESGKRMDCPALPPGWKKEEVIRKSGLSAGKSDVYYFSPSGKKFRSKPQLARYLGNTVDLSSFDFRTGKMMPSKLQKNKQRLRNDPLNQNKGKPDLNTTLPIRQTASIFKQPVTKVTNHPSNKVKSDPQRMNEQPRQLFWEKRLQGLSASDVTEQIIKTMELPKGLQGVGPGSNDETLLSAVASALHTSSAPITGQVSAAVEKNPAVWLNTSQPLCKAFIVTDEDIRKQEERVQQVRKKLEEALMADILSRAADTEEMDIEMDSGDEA
TCR CD3 inh: inhibitors of human TCR-CD3 interaction; TAMRA-labeled TCR probe fluorescence, biochemical; inhibition, % at 9.4 µM; 360,000 compounds, 0.37% hits; in the data active means inhibition above about 19%;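 further: recombinant mutant TCR 2C K166C tagged with TAMRA read by polarization; 0% = receptor in buffer alone and 100% = receptor with positive control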
* marks the source's active call; other numbers are inactive results; · = no result given.

(1) Cc1nnc(C)n1/N=C/C=C/c1ccccc1
(2) CN(C1CCCCC1)S(=O)(=O)c1ccc2c(c1)c(=O)c(C(=O)O)cn2C
(3) Cc1csc(SCC(=O)Nc2nc(-c3ccccc3)cs2)n1
(4) CC(C)=CCC/C(C)=C/CNC(=O)C[C@H]1C[C@H](C(=O)N2CCOCC2)[C@@]2(C)c3[nH]c4cc(CCC(=O)N(C)C)ccc4c3CCN2C1=O
(5) CN(C1=C(N2CCCCC2)C(=O)c2ccccc2C1=O)c1ccccc1
(6) CC(C)(CNC(=O)c1cc(-c2ccc(Cl)s2)nc2ccccc12)N1CCOCC1

assay / compound,1,2,3,4,5,6
LEDGF integ inh,-1,2,-1,1,16*,7
ABHD4 inh,2,2,-38,5,38*,-6
rCAG binder,-3,1,5,1,-3,3
SIAE inh,4,0,-19,-2,20*,-9
HTRA1 inh,6,1,-43,0,66*,-15
NPR2 activator,3,-5,0,7,3,-4
TDP2 absorb,-3,12,-18,3,35*,-9
PRMT1 FP inh,-2,-4,3,-1,3,-3
MBD2 inh,3,2,3,-1,9,4
TCR CD3 inh,3,1,10,10,-10,-4

(7) COC(=O)CSc1nc(C2CC2)cc(C(F)(F)F)c1C#N
(8) CCc1ccc(N(C(=O)c2ccco2)C(C(=O)NC2CCCC2)c2ccncc2)cc1 (centres undefined)
(9) COC(=O)N/N=C\c1ccc(OC/C=C/c2ccccc2)c(OC)c1
(10) CC(=O)Oc1ccc2c(c1)CCC1C2CCC2(C)C(OC(C)=O)CCC12 (centres undefined)
(11) O=C(N1CCCCC1)N1CCN(S(=O)(=O)c2ccc(Cl)cc2)CC1
(12) OCC(O)C1OC(c2ccccc2)OC(CO)C1O (centres undefined)

assay / compound,7,8,9,10,11,12
LEDGF integ inh,3,1,3,-1,-1,-2
ABHD4 inh,-5,3,0,-8,0,2
rCAG binder,0,0,-4,-6,-1,-2
SIAE inh,2,-4,-1,-1,-8,6
HTRA1 inh,-3,8,-3,0,0,-1
NPR2 activator,-11,-7,1,2,-3,1
TDP2 absorb,-5,1,15,8,0,-5
PRMT1 FP inh,1,-2,-2,-6,1,-3
MBD2 inh,1,2,-4,-2,4,2
TCR CD3 inh,-2,-1,5,5,4,1

(13) O=C(Nc1ncn[nH]1)c1c(Cl)ccc(Cl)c1Cl
(14) COCc1ccc([C@@H]2C[C@H]3CN(Cc4cccc(Cl)c4)C(=O)[C@]34CCCN24)o1
(15) O=C(O)c1cccc(-n2cccc2C=C2C(=O)c3ccccc3C2=O)c1
(16) Nc1n[nH]c(C2CCCCC2)n1
(17) O=C(NCc1n[nH]c(=S)n1-c1ccc([N+](=O)[O-])cc1)c1ccc(S(=O)(=O)N2CCOCC2)cc1
(18) O=c1oc2ccccc2cc1C1=Nn2c(nnc2-c2cccnc2)SC1

assay / compound,13,14,15,16,17,18
LEDGF integ inh,-1,0,0,-6,1,0
ABHD4 inh,-5,0,12,-1,3,-2
rCAG binder,-2,-6,57*,1,3,1
SIAE inh,1,9,-4,2,-3,0
HTRA1 inh,8,2,0,7,1,-5
NPR2 activator,2,3,-6,3,-3,3
TDP2 absorb,10,22,4,-7,-6,-5
PRMT1 FP inh,0,-5,3,2,-3,2
MBD2 inh,5,-2,-3,-1,-3,5
TCR CD3 inh,-8,-2,8,0,3,-1

(19) CC(=O)c1cccc(NC(=O)N2CCCC2C(=O)Nc2cc(C)ccc2C)c1 (centres undefined)
(20) CN1CCN(C(=O)CSc2ccc(Cl)cc2)CC1
(21) O=C(Nc1nc2ccccc2[nH]1)c1cc(F)cc(F)c1
(22) O=S(=O)(Nc1cccc(-n2cnnn2)c1)c1cc(Cl)ccc1Cl
(23) CCN(CC)S(=O)(=O)c1ccc(Oc2ccccc2)c(N)c1
(24) CCCNC(=O)CNC(=S)N(Cc1ccccc1F)C1CCCCC1

assay / compound,19,20,21,22,23,24
LEDGF integ inh,-3,-2,2,3,2,-7
ABHD4 inh,-7,-9,3,4,5,12
rCAG binder,-1,-1,0,14,-5,-13
SIAE inh,-1,-8,0,-3,14,-2
HTRA1 inh,0,2,2,-2,0,-3
NPR2 activator,-2,3,-7,6,1,-9
TDP2 absorb,3,-5,6,-4,3,-1
PRMT1 FP inh,-1,6,1,4,-4,1
MBD2 inh,0,10,4,2,-2,-1
TCR CD3 inh,2,-1,3,-6,-3,1

(25) O=C1CSc2ccc(C(=O)NCc3ccccn3)cc2N1
(26) O=C(c1ccco1)N1CCN(C(c2ccccc2)c2nnnn2Cc2cccs2)CC1 (centres undefined)
(27) N#Cc1csc(CCNC(=O)c2ccccc2)n1
(28) CC(=O)Nc1cccc(-c2ccnc3c2CC(C(=O)NCCN(C)C)O3)c1 (centres undefined)
(29) O=C(CSc1nc2ccccc2c(=O)n1-c1ccccc1)N1CCCc2ccccc21
(30) C=CCC[C@@H](Cc1ccc(F)cc1)C(=O)OC[C@@H](Cc1c[nH]c2ccccc12)NC(=O)[C@@H](CC=C)CC(=O)N(CCO)Cc1ccccc1

assay / compound,25,26,27,28,29,30
LEDGF integ inh,-1,-2,1,1,4,5
ABHD4 inh,-1,9,-7,-6,-3,-24
rCAG binder,-1,-5,2,0,0,11
SIAE inh,2,4,-8,1,-1,-2
HTRA1 inh,1,-8,-1,·,-16,-46
NPR2 activator,5,4,3,-7,-13,-3
TDP2 absorb,3,8,5,-3,-14,-7
PRMT1 FP inh,5,-1,1,0,0,3
MBD2 inh,-4,2,2,0,-2,2
TCR CD3 inh,-9,2,-1,3,3,-2

(31) CCc1sc(NC(=O)COC)nc1-c1ccccc1
(32) COc1ccc(C(=O)NC23CC4CC(CC(C4)C2)C3)cc1OC
(33) O=C(NNC(=O)c1cccs1)c1ccco1
(34) CC(C)(C)OC(=O)C[C@H]1C/C=C\C[C@@H](CC(=O)NCCO)C(=O)NC[C@@H](c2ccccc2)OC1=O
(35) Cc1[nH]c2ccccc2c1C(=O)CSCC(=O)O
(36) O=c1oc2ccc(C#CC3(O)CCCCC3)cc2cc1-n1cc(-c2ccccn2)nn1

assay / compound,31,32,33,34,35,36
LEDGF integ inh,2,2,0,76*,0,-1
ABHD4 inh,-1,-1,2,0,1,-6
rCAG binder,-3,-3,1,-6,1,2
SIAE inh,2,12,0,1,30*,-5
HTRA1 inh,1,0,-5,0,9,3
NPR2 activator,0,0,-3,10,1,-1
TDP2 absorb,-6,8,-2,4,4,-4
PRMT1 FP inh,0,3,4,2,-1,0
MBD2 inh,0,1,5,2,2,2
TCR CD3 inh,-1,4,-4,8,-4,3

(37) CCN(CC)C(=O)c1csc(COCCO)n1
(38) Cc1ccc(S(=O)(=O)N2CCCC(CCC(=O)NCc3ccccc3F)C2)s1 (centres undefined)
(39) CNc1ncc(C(=O)c2ccc(Br)cc2)s1
(40) COc1ccccc1CCN1CCCC(CN(C)C(=O)c2ccco2)C1 (centres undefined)
(41) O=C1NC(=Nc2ccccc2)S/C1=C\c1cccnc1
(42) COC(=O)c1ccc(C(=O)OC)c(NC(=S)N2CCCCC2)c1

assay / compound,37,38,39,40,41,42
LEDGF integ inh,2,-2,0,1,4,-3
ABHD4 inh,-8,0,0,4,-11,-2
rCAG binder,1,-2,1,-4,6,-3
SIAE inh,1,-1,0,2,-3,-3
HTRA1 inh,·,-1,2,1,0,0
NPR2 activator,2,-5,-7,-4,0,2
TDP2 absorb,-3,1,-7,-3,-6,-5
PRMT1 FP inh,0,4,-2,-10,-2,1
MBD2 inh,-9,2,0,5,-3,0
TCR CD3 inh,-3,1,3,4,-13,0

(43) Cc1ccc2oc(Nc3nc(C)cc(C)n3)nc2c1
(44) CN(CCOc1ccc(Cl)cc1)C(=O)c1ccccc1SCC(=O)N1CCCC1
(45) CC(C)CN(C(=O)c1ccc(S(=O)(=O)N2CCCC2)cc1)C1CCS(=O)(=O)C1 (centres undefined)
(46) Cc1nc(NC(=O)c2ccccc2)sc1C
(47) CS(=O)(=O)NNC(=O)CN1C(=O)C2C3C=CC(C3)C2C1=O (centres undefined)

assay / compound,43,44,45,46,47
LEDGF integ inh,4,5,5,1,2
ABHD4 inh,-2,4,-2,0,1
rCAG binder,-2,-4,-5,1,-3
SIAE inh,7,5,5,-2,-3
HTRA1 inh,9,-2,5,-5,8
NPR2 activator,1,-2,8,1,0
TDP2 absorb,3,7,-3,-12,-2
PRMT1 FP inh,2,-4,8,2,-2
MBD2 inh,-5,0,6,-3,-3
TCR CD3 inh,-1,1,1,5,5

This is a subset, so the mix of outcomes need not match the whole.
